BLM inh – inhibitors of human Bloom syndrome helicase BLM; 350,000 compounds, 0.2% hits; P54132; Potency, µM (highest dose often 56.1 µM), for inactives: at the top dose activity change, negative = inhibition, hits mostly inhibitors; recombinant BLM DNA unwinding, fluorescence dequenching;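 further: plate controls were vehicle for no effect and no enzyme for full effect; nearly all actives have a fitted effect of over 35% in size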
Anesthetic bind – candidate novel general anesthetic via apoferritin binding; P02791; apoferritin/1-aminoanthracene competitive binding, fluorescence; Potency, µM (top dose mostly 77.5 µM), inactives show top-dose activity change, negative = displacement, most hits filed as inhibitors; 350,000 compounds, 0.074% hits; further: on the % scale 0 is the no-effect control and ±100 the full control effect; nearly all actives have a fitted effect of over 20% in size
Target sequence (P02791 2-175 limits assumed): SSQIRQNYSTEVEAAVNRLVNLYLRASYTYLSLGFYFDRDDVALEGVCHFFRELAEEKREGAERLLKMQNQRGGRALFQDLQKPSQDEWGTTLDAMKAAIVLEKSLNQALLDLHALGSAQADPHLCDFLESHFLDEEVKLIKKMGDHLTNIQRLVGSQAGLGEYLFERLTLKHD
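Read-out: endpoint 1-AMA fluorescence, excitation 380 nm and emission 535 nm, after compounds sit 10 min at room temperature with 10 uM horse-spleen apoferritin in 50% saturated 1-AMA/PBS. Values come from four-parameter Hill fits.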
G9a block – inhibitors of human histone lysine methyltransferase G9a | Potency, µM (top dose mostly 102 µM), inactives show at the highest dose activity, negative = inhibition, actives largely listed as inhibitors | AID 504332 | Q96KQ7 | 350,000 compounds, 8.8% hits | G9a H3K9 monomethylation, AlphaScreen, 2 h; further: on the % scale 0 is the no-effect control and ±100 the full control effect; nearly all actives have a fitted effect of over 75% in size
Target sequence (Q96KQ7 913-1193 limits assumed): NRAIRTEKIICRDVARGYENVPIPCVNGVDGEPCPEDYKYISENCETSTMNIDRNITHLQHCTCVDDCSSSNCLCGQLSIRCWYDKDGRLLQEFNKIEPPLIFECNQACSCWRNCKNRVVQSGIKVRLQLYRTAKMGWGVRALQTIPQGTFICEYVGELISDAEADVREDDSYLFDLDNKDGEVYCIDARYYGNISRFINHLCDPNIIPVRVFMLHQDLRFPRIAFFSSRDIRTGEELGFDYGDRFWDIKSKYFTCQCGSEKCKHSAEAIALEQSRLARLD
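Readings reflect AlphaScreen signal from monomethyl-H3K9 antibody detection. HMT at 20 nM; substrate b-H3K9 500 nM; cofactor SAM 20 uM; 2 h RT reaction; compounds tested as titrations in qHTS with 15 min preincubation.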
BAZ2B inh – inhibitors of human BAZ2B bromodomain | Q9UIF8 | AlphaScreen BAZ2B-H3K14Ac peptide displacement | Potency, µM (top dose mostly 114 µM), for the others: at the highest dose activity change, negative = inhibition, most hits filed as inhibitors | 360,000 compounds, 4.4% hits | AID 504333; further: on the % scale 0 is the no-effect control and ±100 the full control effect; nearly all actives have a fitted effect of over 60% in size
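AlphaScreen displacement: compounds (up to 110uM) incubated 30 min at room temperature with a preformed 50 nM BAZ2B/50 nM biotinylated H3K14Ac peptide complex in PBS pH 7.4 with Tween-20. Donor and acceptor beads at 10 ug/mL final added, 20 min light-protected before reading.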
POLH inh – blocks human DNA polymerase eta activity; 390,000 compounds, 1.2% hits; Potency, µM (highest dose often 114 µM), for the others: at the top dose activity change, negative = inhibition, actives largely listed as inhibitors; recombinant Pol eta, fluorescent DNA replication assay; AID 588591; further: on the % scale 0 is the no-effect control and ±100 the full control effect
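Pol eta at 10 nM preincubated with compounds 15 min at room temperature; reaction started with fluorescent substrate (50 nM final) and read kinetically at 0 and 10 min.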
APEX1 inh – blocks human APE1 abasic DNA cleavage. recombinant APE1, TAMRA/BHQ-2 abasic DNA cleavage fluorescence. Potency, µM (doses to about 65.8 µM), for inactives: at the top dose activity change, negative = inhibition, actives largely listed as inhibitors. 350,000 compounds, 0.35% hits;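 further: plate controls were vehicle for no effect and reference inhibitor for full effect; nearly all actives have a fitted effect of over 55% in size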
Target sequence (P27695 whole entry, looked up): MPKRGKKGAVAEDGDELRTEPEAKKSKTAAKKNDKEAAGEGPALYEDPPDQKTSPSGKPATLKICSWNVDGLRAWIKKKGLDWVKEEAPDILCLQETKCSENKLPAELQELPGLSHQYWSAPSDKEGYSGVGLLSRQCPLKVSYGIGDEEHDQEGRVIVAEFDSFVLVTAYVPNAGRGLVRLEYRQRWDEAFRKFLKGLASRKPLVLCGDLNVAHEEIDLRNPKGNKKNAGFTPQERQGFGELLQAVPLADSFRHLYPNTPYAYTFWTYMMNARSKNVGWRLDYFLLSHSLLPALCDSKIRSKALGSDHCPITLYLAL
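Activity was derived from the fluorescence gain between first and third kinetic reads (60 s intervals, ex 525/em 598 nm) after 50 nM THF-abasic TAMRA/BHQ-2 duplex was added to 0.75 nM APE1 preincubated 15 min with compound.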
Pol iota inh – inhibitors of human DNA polymerase iota; Q9UNA4; Pol iota fluorescent replication assay, 10 min; Potency, µM (top dose mostly 115 µM), for inactives: at the top dose activity, negative = inhibition, actives largely listed as inhibitors; 390,000 compounds, 1% hits; AID 588590
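Pol iota at 10 nM preincubated 15 min with compounds at room temperature; reaction started with fluorescent substrate, 50 nM final. Fluorescence read kinetically at 0 and 10 min; buffer-only wells as negative control.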
Pol beta inh – blocks human DNA polymerase beta activity; P06746; Pol beta primer extension/strand displacement, fluorescence kinetic; Potency, µM (doses to about 114 µM), for the others: at the top dose activity change, negative = inhibition, usual class: inhibitors; 340,000 compounds, 1.3% hits; AID 485314; further: on the % scale 0 is the no-effect control and ±100 the full control effect
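Homogeneous kinetic assay of primer extension and strand displacement by 10 nM Pol beta, preincubated 15 min at room temperature with compound before 50 nM substrate (final) was added. Read at 0 and 10 min; four-parameter Hill fit.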
Pol kappa inh – DNA polymerase kappa (human) inhibition | Q9UBT6 | 400,000 compounds, 0.53% hits | purified Pol kappa, fluorescent DNA synthesis assay, 10 min | AID 588579 | Potency, µM (titrated, usually from 107 µM), without a hit: at the top dose activity, negative = inhibition, hits mostly inhibitors; further: on the % scale 0 is the no-effect control and ±100 the full control effect
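Kinetic fluorescence screen: compound preincubated 15 min RT with 10 nM enzyme; 50 nM substrate (final) initiates; reads at 0/10 min.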
An asterisk follows results filed as active; u = inconclusive; x = no result given; [ ] = remark or other dose. The call rests on the fitted dose curve; in most records, active means well fitted curve in the direction sought with a large enough effect; inconclusive means small, poorly fitted or top-dose-only effect, or another doubt; inactive means no such curve, though single readings can be large; an effect the other way counts as inactive or inconclusive. Potency means the concentration at half of the fitted maximal effect.

Field names – A = BLM inh; B = Anesthetic bind; C = G9a block; D = BAZ2B inh; E = POLH inh; F = APEX1 inh; G = Pol iota inh; H = Pol beta inh; I = Pol kappa inh
[1] COc1ccc(NC(=O)c2cccs2)cn1
  A = 1%; B = 5%; C = 7%; D = -15%; E = -2%; F = -3%; G = u; H = 2%; I = 3%
[2] CCOc1ccc(NC(=O)NCc2cccn2Cc2ccccc2)cc1
  A = 0%; B = 5%; C = 16%[59 µM]; D = -9%; E = -7%; F = x; G = -20%; H = -15%; I = -45%
[3] CN(CC(=O)Nc1ccc(Cl)c(C(F)(F)F)c1)C(=O)c1cc(=O)[nH]c2ccccc12
  A = x; B = x; C = -49%; D = 0%; E = -10%; F = -13%; G = 22%; H = x; I = -1%
[4] CCOc1ccc(NC(=O)CCNS(=O)(=O)c2ccc3c(c2)c(=O)n(C)c(=O)n3C)cc1
  A = 0%; B = -12%; C = 17%; D = 1%; E = -5%; F = 2%; G = -4%[58.9 µM]; H = 40%; I = -11%
[5] Cn1c(=O)c2c(ncn2CCN(CCO)Cc2ccccc2)n(C)c1=O
  A = -10%; B = -12%; C = 40µM*; D = 5%; E = 4%; F = 10%; G = 199%[activator]; H = 4%; I = -8%
[6] O=C(NCCCN1CCCC1=O)c1cccc(NS(=O)(=O)c2ccc(Br)cc2)c1
  A = x; B = x; C = 5%; D = -6%; E = -1%; F = 10%; G = 32%[activator]; H = x; I = 3%
[7] C#CCNC(=O)/C=C/c1ccc(OC)cc1
  A = -1%; B = -6%; C = 23%; D = -8%; E = -7%; F = u; G = -1%; H = 1%; I = 24%
[8] CCN1C(=O)/C(=C2\SC(=S)N(CCCOC)C2=O)c2ccccc21
  A = -6%; B = -13%; C = -2%[12.7 µM]; D = u; E = -10%; F = -1%; G = 14%; H = 0%; I = -5%
[9] CCCCN1C2=C(C(=O)CC(C)(C)C2)C(c2ccccc2)C2=C1c1ccccc1C2=O (stereo unspecified)
  A = -5%; B = -11%; C = u; D = u; E = -16%; F = 10%; G = u; H = u; I = 0%
[10] Cc1ccc(NC(=S)Nn2cnnc2)cc1
  A = -7%; B = -9%; C = 2.8µM*; D = u; E = -14%; F = 1%; G = -20%; H = -1%; I = -2%
[11] NS(=O)(=O)c1ccc2c(c1)C1C=CCC1C(C1CC=CCC1)N2 (stereo unspecified)
  A = -10%; B = u; C = u; D = 50µM*; E = u; F = -11%; G = u; H = 4%; I = -5%
[12] Cc1ccc(NCc2nnc(SCCN3CCCCC3)n2CC2CCCO2)c(C)c1 (stereo unspecified)
  A = -1%; B = -15%; C = 2%[59 µM]; D = 10%; E = 4%; F = -2%; G = 2%; H = -3%; I = -7%
[13] COc1cc(C(=O)Nc2nc3ccccc3s2)ccc1OCc1c(C)noc1C
  A = -2%; B = -19%; C = 17%[12.7 µM]; D = -8%; E = -12%; F = 18%; G = 2%; H = 32%; I = 1%
[14] O=C(CN1CCN(Cc2ccccc2)CC1)N/N=C/c1ccco1
  A = -2%; B = -2%; C = 9%; D = 12%; E = -6%; F = 3%; G = 44%[activator]; H = 0%; I = 8%
[15] Clc1ccc(-c2nnc(COc3ncnc4ccccc34)o2)cc1
  A = -4%; B = -10%; C = -2%; D = -8%; E = -1%; F = -2%; G = 124%[activator]; H = -1%; I = -2%

Already shown: 9 of the compounds above.
Field names – A = BLM inh; B = Anesthetic bind; C = G9a block; D = BAZ2B inh; E = POLH inh; F = APEX1 inh; G = Pol iota inh; H = Pol beta inh; I = Pol kappa inh
[1] COc1ccc(NC(=O)c2cccs2)cn1
  A = 1%; B = 5%; C = 7%; D = -15%; E = -2%; F = -3%; G = u; H = 2%; I = 3%
[2] CCOc1ccc(NC(=O)NCc2cccn2Cc2ccccc2)cc1
  A = 0%; B = 5%; C = 16%[59 µM]; D = -9%; E = -7%; F = x; G = -20%; H = -15%; I = -45%
[3] CN(CC(=O)Nc1ccc(Cl)c(C(F)(F)F)c1)C(=O)c1cc(=O)[nH]c2ccccc12
  A = x; B = x; C = -49%; D = 0%; E = -10%; F = -13%; G = 22%; H = x; I = -1%
[4] CCOc1ccc(NC(=O)CCNS(=O)(=O)c2ccc3c(c2)c(=O)n(C)c(=O)n3C)cc1
  A = 0%; B = -12%; C = 17%; D = 1%; E = -5%; F = 2%; G = -4%[58.9 µM]; H = 40%; I = -11%
[5] Cn1c(=O)c2c(ncn2CCN(CCO)Cc2ccccc2)n(C)c1=O
  A = -10%; B = -12%; C = 40µM*; D = 5%; E = 4%; F = 10%; G = 199%[activator]; H = 4%; I = -8%
[6] O=C(NCCCN1CCCC1=O)c1cccc(NS(=O)(=O)c2ccc(Br)cc2)c1
  A = x; B = x; C = 5%; D = -6%; E = -1%; F = 10%; G = 32%[activator]; H = x; I = 3%
[7] C#CCNC(=O)/C=C/c1ccc(OC)cc1
  A = -1%; B = -6%; C = 23%; D = -8%; E = -7%; F = u; G = -1%; H = 1%; I = 24%
[8] CCN1C(=O)/C(=C2\SC(=S)N(CCCOC)C2=O)c2ccccc21
  A = -6%; B = -13%; C = -2%[12.7 µM]; D = u; E = -10%; F = -1%; G = 14%; H = 0%; I = -5%
[9] CCCCN1C2=C(C(=O)CC(C)(C)C2)C(c2ccccc2)C2=C1c1ccccc1C2=O (stereo unspecified)
  A = -5%; B = -11%; C = u; D = u; E = -16%; F = 10%; G = u; H = u; I = 0%

(cont.)
Field names – A = BLM inh; B = Anesthetic bind; C = G9a block; D = BAZ2B inh; E = POLH inh; F = APEX1 inh; G = Pol iota inh; H = Pol beta inh; I = Pol kappa inh
[16] Cc1ccccc1OCC(=O)N(Cc1ccc(N(C)C)cc1)C1CCS(=O)(=O)C1 (stereo unspecified)
  A = 0%; B = u; C = 32µM*; D = -46%; E = -1%; F = 0%; G = 12%; H = u; I = -11%
[17] O=C1c2ccccc2C(=O)N1CCCCSc1nnnn1-c1ccccc1
  A = -3%; B = -5%; C = 22%[59 µM]; D = -13%; E = -16%; F = 2%; G = 7%; H = u; I = -8%
[18] COC(=O)c1[nH]c2ccccc2c1NC(=O)CN1CCN(c2cccc(Cl)c2)CC1
  A = -13%; B = -10%; C = 8%; D = -23%; E = -19%; F = u; G = -5%; H = -17%; I = -11%
[19] O=[N+]([O-])c1ccc(NCCc2ccccc2)c(Br)c1
  A = -6%; B = -13%; C = 16%; D = u; E = -21%; F = -7%; G = -2%; H = 79µM*; I = -4%
[20] CCCCC(CC)CNC(=O)C1C2C=CC(C2)C1C(=O)O (stereo unspecified)
  A = -1%; B = -20%; C = 0%[59 µM]; D = 9%; E = 8%; F = -2%; G = 5%; H = 7%; I = -4%
[21] O=C(c1ccc2c(c1)OCO2)N(c1ccc(F)cc1)C1C=CS(=O)(=O)C1 (stereo unspecified)
  A = 1%; B = -14%; C = 12%; D = -7%; E = -8%; F = -12%; G = 15%; H = -32%; I = -1%
[22] CCOC(=O)c1cc(-c2ccccc2)nn1CC1CC(c2ccc(OC)cc2)=NO1 (stereo unspecified)
  A = x; B = x; C = x; D = x; E = -8%; F = -12%; G = 1%; H = x; I = -9%
[23] CCn1cc(S(=O)(=O)c2cc(C)cc(C)c2)c(=O)c2cc(F)c(N3CCN(c4ccccc4)CC3)cc21
  A = -6%; B = -10%; C = -3%[59 µM]; D = -7%; E = -4%; F = x; G = 40%[activator]; H = 19%; I = 7%
[24] COC(=O)c1cc(S(=O)(=O)N2c3ccccc3CC2C)cn1C (stereo unspecified)
  A = -5%; B = 5%; C = -21%; D = -21%; E = -17%; F = 6%; G = 48%[activator]; H = 34%; I = -3%

An excerpt; the hit share may differ from the screen's.
